Screens (PubChem)
G9a block: qHTS Assay for Inhibitors of Histone Lysine Methyltransferase G9a; G9a H3K9 monomethylation, AlphaScreen, 2 h; Potency, µM (top dose mostly 102 µM), for the others: at the highest dose activity, negative = inhibition, most hits filed as inhibitors; hit rate 8.8% among 350,000; AID 504332, 2011; note: potency is the fitted concentration of half-maximal effect; % is set by controls: 0 for no effect and ±100 for the full control effect; nearly all actives have a fitted effect of over 75% in size
Target sequence (Q96KQ7 913-1193 limits assumed): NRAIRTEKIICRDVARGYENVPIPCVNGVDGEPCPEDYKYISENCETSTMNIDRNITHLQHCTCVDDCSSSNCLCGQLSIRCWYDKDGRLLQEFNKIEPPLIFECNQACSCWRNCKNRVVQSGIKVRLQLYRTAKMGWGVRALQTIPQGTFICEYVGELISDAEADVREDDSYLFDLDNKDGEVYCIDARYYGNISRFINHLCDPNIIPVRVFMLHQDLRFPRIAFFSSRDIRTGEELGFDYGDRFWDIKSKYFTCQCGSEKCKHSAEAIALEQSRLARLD
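Using a bead-based AlphaScreen, monomethylated H3K9 product from 2 h room-temperature reactions (G9a 20 nM, peptide 500 nM, SAM 20 uM) was detected with 0.5 ug/mL rabbit anti-H3K9me1 antibody.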
BAZ2B inh: qHTS Assay for Inhibitors of BAZ2B | Bromodomain adjacent to zinc finger domain protein 2B (Homo sapiens), Q9UIF8 | AlphaScreen BAZ2B-H3K14Ac peptide displacement | Potency, µM (doses to about 114 µM), inactives show at the top dose activity change, negative = inhibition, actives largely listed as inhibitors | hit rate 4.4% among 360,000; note: potency is the fitted concentration of half-maximal effect; % is set by controls: 0 for no effect and ±100 for the full control effect; nearly all actives have a fitted effect of over 60% in size
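Multi-concentration screen (max 110 uM) measuring displacement of acetylated histone H3 peptide from BAZ2B by AlphaScreen, using 50 nM protein, 50 nM peptide and 10 ug/mL streptavidin donor plus Ni-chelate acceptor beads.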
PI4K2A inh: qHTS for small molecular inhibitors of PI4K2A; hit rate 0.13% among 420,000; AID 1346378, 2018; Phosphatidylinositol 4-kinase type 2-alpha (Homo sapiens), Q9BTU6; activity change, negative = inhibition, % at 76.9 µM; purified PI4K2A, ADP-Glo luminescence, 1 h; stronger effect = lower value; in the data active = activity change below about -50%; inconclusive = mostly about -30% to -49%;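 note: -100% = wells without enzyme as full effect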
Target sequence (Q9BTU6 whole entry, looked up): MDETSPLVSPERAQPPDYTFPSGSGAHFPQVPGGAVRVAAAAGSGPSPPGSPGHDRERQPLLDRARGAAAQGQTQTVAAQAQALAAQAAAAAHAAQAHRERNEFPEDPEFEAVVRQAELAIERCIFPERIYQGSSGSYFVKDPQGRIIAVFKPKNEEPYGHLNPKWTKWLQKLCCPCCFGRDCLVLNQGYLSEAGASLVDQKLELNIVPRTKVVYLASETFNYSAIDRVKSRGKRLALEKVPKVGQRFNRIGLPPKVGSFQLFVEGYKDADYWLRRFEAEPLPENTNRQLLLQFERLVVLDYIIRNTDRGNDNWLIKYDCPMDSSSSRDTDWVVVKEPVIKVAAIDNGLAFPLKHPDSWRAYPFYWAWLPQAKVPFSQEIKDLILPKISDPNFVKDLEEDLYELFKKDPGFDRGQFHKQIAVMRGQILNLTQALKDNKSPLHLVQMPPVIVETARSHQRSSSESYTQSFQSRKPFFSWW
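Compounds are screened against recombinant PI4K2A using PI as substrate and ATP, the latter dispensed at 300 microM. Reactions run one hour at ambient temperature before ADP-Glo detection; full inhibition defined by wells lacking enzyme.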
12-LOX inh: Primary qHTS assay for inhibitors of human arachidonate 12S-lipoxygenase (ALOX12): Round 2 | Potency, µM (titrated, usually from 108 µM), for the others: top-dose activity change, negative = inhibition, hits mostly inhibitors | purified 12hLO, xylenol orange hydroperoxide absorbance | hit rate 1.1% among 580,000 | Polyunsaturated fatty acid lipoxygenase ALOX12 (Homo sapiens), P18054 | AID 1671190, 2021; note: potency is the fitted concentration of half-maximal effect; % is set by controls: 0 for no effect and ±100 for the full control effect
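Purified human 12hLO at 150 nM in 25 mM Hepes, 0.01% Triton X-100, pH 7.0, preincubated 15 min at room temperature with compound. Reaction started with 40 uM arachidonic acid, 30 min at room temperature. Hydroperoxide measured by Fe-xylenol orange, 573/405 nm absorbance ratio.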
HP1b binding inh: HTS for Inhibitors of HP1-beta Chromodomain Interactions with Methylated Histone Tails; AlphaScreen HP1-beta / biotin-H3K9me3 peptide binding; Potency, µM (doses to about 114 µM), for the others: at the highest dose activity change, negative = inhibition, usual class: inhibitors; hit rate 0.56% among 390,000; note: potency is the fitted concentration of half-maximal effect; nearly all actives have a fitted effect of over 70% in size; inactives centre near 23
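AlphaScreen: HP1-beta (50 nM) preformed 30 min with biotin-H3(1-18)K9me3 peptide (50 nM) in PBS pH 7.4, 0.01% Tween-20. Compound added for 30 min at RT, then streptavidin donor/nickel chelate acceptor beads (10 ug/mL) for 30 min.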
RGS4 inhibitor: Inhibitors of Regulator of G Protein Signaling (RGS) 4: qHTS. Regulator of G-protein signaling 4 (Homo sapiens), P49798. Transcreener GDP fluorescence polarization, RGS4-accelerated GTP hydrolysis. Potency, µM (doses to about 114 µM), for the others: top-dose activity change, negative = inhibition, hits mostly inhibitors. hit rate 0.039% among 390,000; note: potency is the fitted concentration of half-maximal effect; % is set by controls: 0 for no effect and ±100 for the full control effect; nearly all actives have a fitted effect of over 75% in size; some results filed as inactive show a strong effect at the top dose
Target sequence (P49798 whole entry, looked up): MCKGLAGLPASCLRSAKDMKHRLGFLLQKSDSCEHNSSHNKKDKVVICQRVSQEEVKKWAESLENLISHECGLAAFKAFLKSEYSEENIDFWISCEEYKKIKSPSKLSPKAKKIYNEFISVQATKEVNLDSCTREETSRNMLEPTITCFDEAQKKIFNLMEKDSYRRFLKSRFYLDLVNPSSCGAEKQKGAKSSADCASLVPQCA
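MLSMR compounds (23 nl, pin-transferred) preincubated 10 min at room temperature with a 500nM (2x) first reagent, then RGS4 at 900nM (2x) plus Transcreener GDP mix added; fluorescence polarization (620/688 nm) read before and after 90 min at 30 °C.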
JMJD2A Tudor inh: qHTS Assay for Inhibitors of JMJD2A-Tudor Domain; AID 504339, 2011; AlphaScreen JMJD2A-Tudor / H3K4me3 peptide binding; hit rate 4.4% among 390,000; Lysine-specific demethylase 4A (Homo sapiens), O75164; Potency, µM (doses to about 114 µM), inactives show top-dose activity change, negative = inhibition, most hits filed as inhibitors; note: potency is the fitted concentration of half-maximal effect; % is set by controls: 0 for no effect and ±100 for the full control effect; nearly all actives have a fitted effect of over 50% in size
ERG-DNA inh: qHTS for Small Molecule Inhibitors of the ERG Ets/DNA interaction; Transcriptional regulator ERG (Homo sapiens), P11308; fluorescence polarization, His-ERG Ets domain / labelled DNA; Potency, µM (series often up to 76.9 µM), inactives show top-dose FP activity, negative = inhibition, most hits filed as inhibitors; hit rate 0.028% among 370,000; AID 624246, 2012; active = well fitted inhibition curve with a large enough effect in the polarisation, with a control signal flat; inconclusive = small, poorly fitted or top-dose-only effect, or effect the other way, or a change in a side signal; inactive = no such curve, though single readings can be large or run the other way; the % refers to the polarisation;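 note: polarization taken with two DNA probes labelled with fluorescein and Texas red; potency is the fitted concentration of half-maximal effect; % of control where 0% means no effect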
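His-tagged ERG Ets domain (1 uM in the protein solution; 300mM KCl, 50mM Tris-HCl, 1mM EDTA, 1mM DTT, pH 7.5) received compound, then a probe mix of 5 nM fluorescein-DNA and 100nM Texas-615-DNA. Fluorescence polarization was read for both dyes.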
GLS inhibitor: qHTS for Inhibitors of Glutaminase (GLS); Glutaminase kidney isoform, mitochondrial (Homo sapiens), O94925; GLS enzymatic activity, qHTS titration; Potency, µM (series often up to 45.5 µM), for the others: at the top dose activity change, negative = inhibition, hits mostly inhibitors; hit rate 0.21% among 410,000; note: potency is the fitted concentration of half-maximal effect; % is set by controls: 0 for no effect and ±100 for the full control effect
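Glutamate formation by hKGA was monitored fluorometrically using coupled glutamate oxidase, HRP and Amplex Red. Substrate was added as 1 mM L-glutamine solution; incubation was 30 min at RT after an initial read.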
* = called active by the depositor; i = inactive; ? = inconclusive; . = no result given; & = joins results of further samples; [ ] = remark or other dose. Unless noted, calls come from the whole dose curve; as a rule, active = well fitted curve in the direction sought with a large enough effect; inconclusive = small, poorly fitted or top-dose-only effect, or another doubt; inactive = no such curve, though single readings can be large; an effect the other way counts as inactive or inconclusive.

Results follow in this order: G9a block	BAZ2B inh	PI4K2A inh	12-LOX inh	HP1b binding inh	RGS4 inhibitor	JMJD2A Tudor inh	ERG-DNA inh	GLS inhibitor
- CC(C)Cn1c(N)c(C(=O)COC(=O)Cc2cccc(C(F)(F)F)c2)c(=O)n(C)c1=O
    -28%	2%	0	-6%	43%[activator]	-51%	?	1%	-2%
- Cc1ccc(CCN2CCN=C2Nc2ccccc2)cc1
    3%[2.33 µM]	8%	-3	1%	24%	22%	-12%	1%	7%
- CC(C)CN(C(=O)CN1CCN(c2ccccc2F)CC1)c1c(N)n(CC(C)C)c(=O)[nH]c1=O
    3%[59 µM]	-1%	0	12%	12%	-22%	-7%	3%	21%
- O=C(NC1CCCCCCC1)c1ccc2c(c1)N(Cc1ccc(F)cc1)C(=O)CS2=O (stereo unspecified)
    -7%	-10%	3	-11%	16%	25%	-8%	5%	-2%
- COc1ccc(C(=O)OCCN2CCOCC2)cc1
    10%[59 µM]	11%	0	27%	26%	3%	3%	-6%	-8%
- CCN1CCN(C(=O)CN(CCc2ccccc2)S(C)(=O)=O)CC1
    -6%[59 µM]	6%	0	7%	25%	2%	-10%	.	4%
- CCOC(=O)c1c(NC(=O)C(C)Sc2c[nH]c3ccccc23)sc2c1CCC2 (stereo unspecified)
    ?	?	-3	-25%	-8%	-13%	?	1%	0%
- Cc1cn2c(=O)cc(COc3ccc(NC(=O)COc4ccccc4)cc3)nc2s1
    -1%[59 µM]	-21%	3	3%&-11%	34%[activator]	15%	-9%	0%	-8%
- O=C(O)CCc1nn2c3ccccc3n(Cc3ccccc3)c2nc1=O
    -3%	2%	0	1%	25%	11%	-2%	-2%	-2%
- O=C(OCC(=O)N1CCCCC1)c1cc2ccccc2cc1O
    -9%	-5%	-8	7%	20%	-13%	7%	2%	19%
- O=C(NC1CCCN(Cc2ccc(Cl)cc2)C1)c1cccc(N2CCCC2=O)c1 (stereo unspecified)
    2%	-14%	-1	-25%	32%	3%	-8%	-11%	1%
- CCN1CCN(C(c2cccs2)C(C)NC(=O)c2cccnc2)CC1 (stereo unspecified)
    -12%	4%	-7	3%	20%	20%	-6%	0%	-1%
- CCOC(=O)c1sc(=NC(=O)CCS(=O)(=O)c2ccccc2)n(C)c1C
    8%	-2%	0	-19%	39%	-4%	0%	2%	2%
- Cc1cc(C)cc(NC(=O)CN2CCC(C(=O)c3ccccc3)CC2)c1
    4%	-20%	5	2%	17%	8%	-5%	4%	-1%
- COc1ccc(CCNC(=O)c2cc3c(cc2Cl)N2CCCCCC2=NS3(=O)=O)cc1
    ?	23%	-4	?	8%	3%	-7%	-11%	1%

Ordered by value in RGS4 inhibitor (falling): four from the list above
Results follow in this order: G9a block	BAZ2B inh	PI4K2A inh	12-LOX inh	HP1b binding inh	RGS4 inhibitor	JMJD2A Tudor inh	ERG-DNA inh	GLS inhibitor
- CCN1CCN(C(c2cccs2)C(C)NC(=O)c2cccnc2)CC1 (stereo unspecified)
    -12%	4%	-7	3%	20%	20%	-6%	0%	-1%
- Cc1cn2c(=O)cc(COc3ccc(NC(=O)COc4ccccc4)cc3)nc2s1
    -1%[59 µM]	-21%	3	3%&-11%	34%[activator]	15%	-9%	0%	-8%
- O=C(OCC(=O)N1CCCCC1)c1cc2ccccc2cc1O
    -9%	-5%	-8	7%	20%	-13%	7%	2%	19%
- CC(C)Cn1c(N)c(C(=O)COC(=O)Cc2cccc(C(F)(F)F)c2)c(=O)n(C)c1=O
    -28%	2%	0	-6%	43%[activator]	-51%	?	1%	-2%

Additional compounds.
Results follow in this order: G9a block	BAZ2B inh	PI4K2A inh	12-LOX inh	HP1b binding inh	RGS4 inhibitor	JMJD2A Tudor inh	ERG-DNA inh	GLS inhibitor
- Cc1cc(C(=O)OCC(=O)N2CCCCCC2)ccc1[N+](=O)[O-]
    -16%[59 µM]	4%	-3	-6%	25%	-11%	-12%	-8%	1%
- CCOC(=O)c1c(O)c2c(n(Cc3ccco3)c1=O)CCCC2
    -4%[59 µM]	1%	-3	0%	25%	7%	-10%	1%	7%
- CCOc1ccc(C2C(=O)N(C3CCCCC3)CC(=O)N2CCC2=CCCCC2)cc1OC (stereo unspecified)
    -16%[59 µM]	-24%	-8	-10%	29%	-9%	-13%	-1%	?
- Cc1c([N+](=O)[O-])nnn1-c1cc(Cl)cc(Cl)c1
    -5%	-13%	-1	.	31%	-31%	-17%	3%	-6%
- CCCc1cc(=O)oc2cc(OCc3ccc(OC)cc3)c(Cl)cc12
    13%	3%	-3	0%	22%	25%	-2%	2%	0%
- Cc1c(C(=O)N(C)Cc2ccccc2)oc2ccc(S(=O)(=O)N3CCCC3)cc12
    -19%[59 µM]	-24%	-6	-17%	47%[activator]	21%	-14%	-11%	-20%
- C=CCn1c(SCC(=O)NC2CCCc3ccccc32)nnc1-c1ccncc1 (stereo unspecified)
    7%[59 µM]	8%	2	19%	42%	-2%	-1%	-3%	7%
- COc1ccc(NC2CCCN(C(=O)c3ccc(OC)cc3OC)C2)cc1 (stereo unspecified)
    .	?	-2	i	-17%	11%	-27%	-3%	?
- Cc1sc(NC(=O)CN(Cc2ccccc2)C(=O)C2CC2)c(C(N)=O)c1C
    -5%	1%	7	3%	27%	5%	-10%	-2%	4%
- Cc1ccc2[nH]c3c(N4CCc5ccccc5C4)ncnc3c2c1
    ?	-8%[57.1 µM]	-2	-18%	3%	-16%	?	22%	-12%
- NNC(=S)Nc1ccc(C(F)(F)F)cc1Cl
    .	-4%	3	2%	35%	-18%	-9%	10%	13%
- CC(C)N(Cc1nc(-c2ccc(Cl)cc2)no1)C(=O)CCC1CCCC1
    57%[activator]	57%[activator]	6	?	130%[activator]	-8%	66%[activator]	11%	-6%
- CCN(c1ccccc1)S(=O)(=O)c1ccc(OC)c(NC(=O)COc2ccc(C(C)=O)cc2)c1
    56µM*	6%	-3	-3%	16%	8%	-10%	4%	-4%
- CC(C)(C)c1nnc(N/N=C/c2ccccc2O)n(N)c1=O
    78%[activator][59 µM]	20µM*	-3	-4%	20%	11%	22µM*	-3%	28%
- CN(C)c1ccc(/C=N/NC(=O)c2ccc(-n3cnnn3)cc2)cc1
    ?	-6%	-5	11%	38%[activator]	-1%	-26%	10%	-1%
- O=C(COc1ccccc1Cl)Nc1ccc(C(=O)c2ccc(C(=O)O)cc2)cc1
    -3%	-16%	-6	-7%	28%	15%	-25%	2%	7%
- CC(C)Oc1cccc(C(=O)C2CCCN(C(=O)c3cc(C(F)(F)F)[nH]n3)C2)c1 (stereo unspecified)
    -1%	-16%	-3	17%	29%	3%	-16%	-12%	-12%
- CN1c2ccc(Cl)cc2-c2nc(SCC(=O)NCc3ccc(F)cc3)ncc2S1(=O)=O
    10%[59 µM]	30%	0	?	49%[activator]	-17%	-13%	-4%	0%
- Cc1ccc(S(=O)(=O)N2CCOCC2)cc1NC(=O)COC(=O)CCn1c(C)csc1=O
    2%	-21%	3	0%	4%	6%	-23%	8%	6%
- CCC[C@@H]1C[C@@]1(CCC)[C@@H](NC(=O)c1ccccc1)c1ccc(C(=O)OC)cc1
    -48%	0%	-1	0%	34%	3%	-12%	2%	0%
- CC(NC(=O)OCc1ccccc1)C(=O)Oc1cc2oc(=O)cc(-c3ccccc3)c2cc1Cl (stereo unspecified)
    18%[59 µM]	-5%	4	-14%	75%[activator]	-12%	2%	-1%	2%
- O=[N+]([O-])c1ccc(C2CNC(c3ccccc3)O2)cc1 (stereo unspecified)
    16%[59 µM]	10%	1	18%	24%	-9%	-13%	-1%	-6%
- COc1ccc(OCc2nc(N)nc(Nc3ccc(C)cc3)n2)cc1
    4%[59 µM]	-3%	-2	0%	35%[activator]	-5%	-9%	2%	2%
- CN(C)c1ccnc(-n2cccc2/C=N/OCc2ccccc2)c1C#N
    11%	0%	4	?	48%[activator]	-26%	-13%	1%	-13%
- COc1ccc(CCOC(=O)CNC(=O)c2ccc(Cl)cc2Cl)cc1
    .	13%	-1	?	35%[activator]	30%	12%	-14%	9%
- COC1c2ccccc2C(=O)N1Cc1ccc(F)cc1 (stereo unspecified)
    72%[activator]	-15%	-1	-2%	60%[activator]	-28%	0%	-1%	-7%

JMJD2A Tudor inh: what is marked active above
Results follow in this order: G9a block	BAZ2B inh	PI4K2A inh	12-LOX inh	HP1b binding inh	RGS4 inhibitor	JMJD2A Tudor inh	ERG-DNA inh	GLS inhibitor
- CC(C)(C)c1nnc(N/N=C/c2ccccc2O)n(N)c1=O
    78%[activator][59 µM]	20µM*	-3	-4%	20%	11%	22µM*	-3%	28%

The list is partial; the hit share may differ from the screen's.
